TNAP inh hiacc: blocks human TNAP under high phosphate acceptor concentration | inhibition, % at 20 µM | 0.03% of 200,000 active | P05186 | purified TNAP, CDP-star luminescence, 1 M DEA | AID 1135;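 active = over 50% inhibition of tissue-nonspecific alkaline phosphatase at 20 µM in the single-dose screen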;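 also: plate controls were DMSO wells for no effect and EDTA-quenched wells as full inhibition for full effect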
TNAP act hi DEA: increases human TNAP activity under high phosphate acceptor concentration. 200,000 tested, under 10 active. activation factor at 20 µM. AID 1136. P05186. purified TNAP, CDP-star luminescence, 1 M DEA, 30 min; active compounds read high; 0 = EDTA background, 1 = DMSO-only activity;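 active = activation factor at least 2 at 20 µM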
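Assay system: human TNAP; Input: enzyme diluted 1/800 final; Reagent: CDP-star luminogenic substrate at 100 µM final; Timing: 30 min, room temperature; Signal: luminescence; Evaluation: TNAP activation factor scaled between EDTA and DMSO control wells.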
bIAP inhibitor: blocks bovine intestinal alkaline phosphatase activity. 190,000 tested, under 10 active. inhibition, % at 20 µM. purified bovine IAP, CDP-star luminescence, 30 min. AID 1019;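 active = over 50% inhibition of intestinal alkaline phosphatase at 20 µM in the single-dose screen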
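Assay system – bovine IAP enzyme · Quantity – bovine IAP at 1/65,000,000 final dilution · Detection – CDP-star luminescence signal · Times – 30 min reaction at room temperature · Also added – CDP-star substrate at 30 µM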
FLuc inhib CS: counter-screen for luciferase assay inhibitors: firefly luciferase inhibition. P08659. ATPLite firefly luciferase biochemical luminescence, 10 min. inhibition, % at 10 µM. 1.5% of 200,000 active;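 active = inhibition above about 50% when tested at 10 µM, limit read from the data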
Target sequence (P08659 whole entry, looked up): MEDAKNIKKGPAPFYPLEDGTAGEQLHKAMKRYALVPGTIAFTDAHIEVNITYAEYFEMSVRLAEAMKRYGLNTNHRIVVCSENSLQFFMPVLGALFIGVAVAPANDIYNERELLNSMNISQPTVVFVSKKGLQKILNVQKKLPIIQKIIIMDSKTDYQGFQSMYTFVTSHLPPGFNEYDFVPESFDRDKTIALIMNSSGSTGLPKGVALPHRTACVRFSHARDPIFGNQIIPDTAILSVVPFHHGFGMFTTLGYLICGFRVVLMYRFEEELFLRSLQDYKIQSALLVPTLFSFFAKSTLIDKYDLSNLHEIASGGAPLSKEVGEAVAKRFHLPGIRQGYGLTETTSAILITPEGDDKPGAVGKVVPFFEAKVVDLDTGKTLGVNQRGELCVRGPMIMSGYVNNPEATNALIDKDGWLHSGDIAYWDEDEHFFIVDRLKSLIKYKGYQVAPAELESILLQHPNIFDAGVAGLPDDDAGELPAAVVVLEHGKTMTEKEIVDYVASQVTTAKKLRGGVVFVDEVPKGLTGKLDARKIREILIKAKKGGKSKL
Lmaj promast: reduces viability of Leishmania major promastigotes; resazurin fluorescence viability; inhibition, % at 10 µM; 9% of 200,000 active; AID 1063; in the data active = inhibition above about 50%;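 also: promastigotes grown with compound for 44 hours at 28 °C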
TNAP inh noacc: inhibitors of human TNAP without phosphate acceptor. purified TNAP, CDP-star luminescence, 30 min. inhibition, % at 20 µM. 0.26% of 200,000 active. AID 1012;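 active = tissue-nonspecific alkaline phosphatase inhibition above about 50% at 20 µM in the single-dose screen, limit read from the data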;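 also: 0% = DMSO negative control and 100% = EDTA positive control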
RAM network inh: blocks the yeast RAM network. S. cerevisiae dse1pr::URA3 reporter, 5-FOA growth OD615, 2 d; analog-sensitive cbk1-as2 kinase mutant strain. inhibition, % at 50 µM. 1.8% of 190,000 active. AID 868;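 active = inhibition above a set limit, 3 SD over mean compound inhibition, cut at about 8.4% in these data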;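 also: 0% = DMSO-only wells with no growth and 100% = 10 µM 1-NA-PP1 full growth; inhibition rescues growth on 5-FOA so higher OD means more RAM inhibition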
FLuc act counter: firefly luciferase counter-screen for stimulation assays; ATPlite luciferase biochemical, luminescence, 10 min; 0 = ATP-free wells, 1 = DMSO control; activation factor at 10 µM; P08659; 200,000 tested, under 10 active;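 active = luciferase activation factor, scaled between plate controls, of at least 2 with compound at 10 µM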
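Material: Luciferase/luciferin reagent mix; Doses: test compounds dosed from 2 mM stocks in 100% DMSO; Schedule: 10 min incubation after luciferase reagent addition, room temperature; Measured by: luminescence from luciferase reaction; Read-out: luminescence gain marking luciferase activators.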
bIAP activator: intestinal alkaline phosphatase (bovine) activation; purified bovine IAP, CDP-star luminescence, 30 min; active compounds read high; fold of DMSO-control signal, blank-subtracted; activation factor at 20 µM; 0.17% of 200,000 active; AID 1016;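 active = activation factor of 2 or more at 20 µM, a signal rise over negative controls twice the positive control's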
APP 5UTR inh: APP translation inhibition; SH-SY5Y APP 5'UTR-luciferase reporter, luminescence; inhibition, % at 2 µM; 0.82% of 190,000 active;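 active = inhibition above a set limit, derived from the sample mean plus 3 SD, cut at about 45% in these data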; also: values of inactives mirror those of a sister screen read the other way
An asterisk follows results filed as active; . = no result given.

molecule	TNAP inh hiacc	TNAP act hi DEA	bIAP inhibitor	FLuc inhib CS	Lmaj promast	TNAP inh noacc	RAM network inh	FLuc act counter	bIAP activator	APP 5UTR inh
NS(=O)(=O)c1ccc(CCNc2nc(CN3CCOCC3)nc3sc4c(c23)CCC4)cc1	-6	1.1	-19	-8	-2	-5	.	1.1	1.2	-6
COc1ccc(CCNCc2ccc(OCC(=O)N3CCCCC3)c(OC)c2)cc1OC	-3	1	-12	0	-5	-7	0.1	1	1.1	-1
COc1ccc(Nc2c3c(nc4ccccc24)CCCC3)cc1OC	0	1	4	-1	88*	-6	-0.4	1	1	-4
Nc1nc2c3ccccc3nc(C3CC3)n2n1	-6	1.1	9	-1	0	-11	1.2	1	0.9	4
O=C(Nc1c(C(=O)N2CCCCC2)cnn1-c1ccccc1)c1ccco1	1	1	1	-3	-5	-5	1.2	1	1	-8
Cc1cccc2cc(/C=N/NC(=O)c3ccccc3O)c(Cl)nc12	0	1	2	4	-10	-16	2.3	1	1	-7
S=C(Nc1ccc(Br)cc1)N1CCN(C2CCCCC2)CC1	-4	1	3	-5	88*	-7	0.1	1.1	1	1
CN(c1ccccc1C(=O)Nc1ccc(F)c(Cl)c1)S(C)(=O)=O	-1	1	-4	-6	2	-1	0.4	1.1	1	10

Following part:
molecule	TNAP inh hiacc	TNAP act hi DEA	bIAP inhibitor	FLuc inhib CS	Lmaj promast	TNAP inh noacc	RAM network inh	FLuc act counter	bIAP activator	APP 5UTR inh
CC1=C(n2nnc([N+](=O)[O-])n2)C(c2cccnc2)C(C#N)=C(N)O1 (stereo not given)	-5	1.1	42	-12	5	-7	0.9	1.1	0.6	0
C=CCOC(=O)C1=C(C)OC(N)=C(C#N)C1c1c(C)nn(-c2ccccc2)c1Cl (stereo not given)	-6	1.1	-2	-7	8	2	0.5	1.1	1	-1
c1ccc(CSc2ncnc3c2cnn3-c2ccccc2)cc1	1	1	1	4	-5	-24	7.6	1	1	-44
COc1cccc(NC(=O)N2CCCC2C(=O)NC2CC2)c1 (stereo not given)	-5	1.1	14	-4	-5	-9	2.3	1	0.9	5
COc1cc(/C=N/NC(=O)c2ccc(Cn3cc([N+](=O)[O-])cn3)o2)cc(Br)c1O	-8	1.1	-2	-3	-7	-7	2.5	1	1	-5
CCOc1cc(/C=N/Nc2ncnc(Cl)c2N)ccc1O	1	1	6	65*	19	-18	-0.4	0.3	0.9	-26
CN(Cc1cn(C)nc1-c1ccc(Oc2ccccc2)cc1)Cc1cnc2ccccn12	26	0.7	-26	-8	78*	47	0.0	1.1	1.3	12
CCOc1ccc2[nH]c3c(N4CCN(c5ccccn5)CC4)ncnc3c2c1	-2	1	13	-8	28	-17	2.2	1.1	0.9	6

Fetched by structure from above (3):
molecule	TNAP inh hiacc	TNAP act hi DEA	bIAP inhibitor	FLuc inhib CS	Lmaj promast	TNAP inh noacc	RAM network inh	FLuc act counter	bIAP activator	APP 5UTR inh
CN(c1ccccc1C(=O)Nc1ccc(F)c(Cl)c1)S(C)(=O)=O	-1	1	-4	-6	2	-1	0.4	1.1	1	10
CC1=C(n2nnc([N+](=O)[O-])n2)C(c2cccnc2)C(C#N)=C(N)O1 (stereo not given)	-5	1.1	42	-12	5	-7	0.9	1.1	0.6	0
c1ccc(CSc2ncnc3c2cnn3-c2ccccc2)cc1	1	1	1	4	-5	-24	7.6	1	1	-44

Carrying on:
molecule	TNAP inh hiacc	TNAP act hi DEA	bIAP inhibitor	FLuc inhib CS	Lmaj promast	TNAP inh noacc	RAM network inh	FLuc act counter	bIAP activator	APP 5UTR inh
CC1(C)Cc2ccccc2-c2nnc(-c3ccco3)n21	-3	1	0	3	7	-5	1.4	1	1	-7
COc1ccc(/C=C(/NC(=O)c2cccc([N+](=O)[O-])c2)C(=O)O)cc1	-4	1	3	-4	-2	-18	1.5	1	1	-16
O=C(CSc1ccc(-c2ccc3c(c2)OCO3)nn1)Nc1nccs1	0	1	2	7	-3	5	2.9	0.9	1	-9
Cc1ccc(S(=O)(=O)N/N=C/c2ccc(OCC(=O)N3CCOCC3)cc2)cc1	-6	1.1	-2	-6	-10	-8	-0.4	1.1	1	-1
O=C1NCCN1C(=O)c1cccc(Cl)c1	-8	1.1	10	-7	2	-5	0.0	1.1	0.9	16
COC(=O)c1sc2nc(-c3ccco3)ccc2c1N	0	1	3	84*	12	-3	1.0	0.2	1	-162
COc1cc(-c2nnn(CC(=O)NCc3ccccc3)n2)cc(OC)c1OC	2	1	-20	-1	16	-7	1.4	1	1.2	-8
Cc1ccc(CCNC(=O)C2CCCN2S(=O)(=O)c2ccc3c(c2)CCC(=O)N3)cc1 (stereo not given)	2	1	2	-3	4	-4	-1.6	1	1	-8

The list goes on:
molecule	TNAP inh hiacc	TNAP act hi DEA	bIAP inhibitor	FLuc inhib CS	Lmaj promast	TNAP inh noacc	RAM network inh	FLuc act counter	bIAP activator	APP 5UTR inh
O=C(NC(=S)Nc1cnc2ccccc2c1)c1ccccc1	0	1	-1	10	7	22	-1.5	0.9	1	-122
O=C(Cn1nnc(-c2ccc3c(c2)OCO3)n1)N1CCOCC1	-2	1	-23	-5	-4	-11	1.5	1.1	1.2	-9
COc1cc(C=C(C(C)=O)C(C)=O)ccc1O	9	0.9	32	-7	63*	4	0.5	1.1	0.7	0
COc1ccc(-n2nc(C(=O)NCC(=O)NCc3ccco3)c3ccccc3c2=O)cc1Cl	-4	1	4	-6	4	-10	3.3	1.1	1	2
CCOC(=O)c1c(N)sc2c1CCC1C(=O)N(C3CCCCC3)C(=O)C21 (stereo not given)	0	1	-7	-5	11	-16	1.5	1.1	1.1	-20
C=CCn1c(CCCNC(=O)c2ccccc2OC)nc2ccccc21	-2	1	2	-6	-4	-12	1.6	1.1	1	-7
CCn1c(SC/C=C/c2ccccc2)nnc1-c1cnccn1	-5	1	10	-3	2	-8	-0.7	1	0.9	4
CCC(Sc1ncccc1C(=O)OCCN1CCCC1=O)C(=O)NCc1ccco1 (stereo not given)	-7	1.1	-1	-4	2	-3	-0.2	1	1	-14

Going on with the list.
molecule	TNAP inh hiacc	TNAP act hi DEA	bIAP inhibitor	FLuc inhib CS	Lmaj promast	TNAP inh noacc	RAM network inh	FLuc act counter	bIAP activator	APP 5UTR inh
O=C(CS(=O)(=O)Cc1ccccc1)Nc1ccccn1	2	1	11	-10	-3	0	1.5	1.1	0.9	-25
CC12CN(Cc3ccccc3)CC(C)(CN(Cc3ccccc3)C1)C2=NO	-5	1.1	-8	-2	4	-8	0.3	1	1.1	2
O=C1COc2ccc(C(=O)COC(=O)CCSc3ccc(Cl)cc3)cc2N1	4	1	1	0	-5	3	3.9	1	1	-3
CCOc1cc(Br)c(Br)c(C=Nc2ccc(NC(C)=O)cc2)c1O	6	0.9	0	-8	68*	16	-0.8	1.1	1	-14
CCc1ccc(NC(=S)N2CCCCCCC2)cc1	-8	1.1	2	54*	56*	-6	0.0	0.5	1	-34
NS(=O)(=O)c1cccc(NC(=O)CSc2ncc(C(F)(F)F)cc2Cl)c1	2	1	4	0	1	2	0.4	1	1	0
CCCOc1ccc(N2CC(C(=O)Nc3ccccn3)CC2=O)cc1 (stereo not given)	-2	1	-2	-4	-3	-8	-0.4	1	1	-18
COc1cc(C(=O)NCCOc2ccccc2C)c(Br)c(OC)c1OC	-3	1	23	-3	41	4	2.9	1	0.8	2

Next records.
molecule	TNAP inh hiacc	TNAP act hi DEA	bIAP inhibitor	FLuc inhib CS	Lmaj promast	TNAP inh noacc	RAM network inh	FLuc act counter	bIAP activator	APP 5UTR inh
O=C1N2CCSC2=NC1(Nc1ccccn1)C(F)(F)F (stereo not given)	-4	1	3	-4	-4	0	.	1	1	8
O=C(Nc1ccccn1)c1ccc(Cl)c([N+](=O)[O-])c1	-4	1	1	0	11	0	1.1	1	1	-11
CCOC(=O)c1oc2c(c1C)C(=O)CCC2	-4	1	-14	1	-4	-7	0.4	1	1.1	-12
O=C(NCc1ccccn1)c1ccc2c(=O)n(CCc3ccccc3)c(=O)[nH]c2c1	0	1	-8	-1	-6	-2	4.2	1	1.1	9
O=C(c1ccc(Br)cc1)c1cc([N+](=O)[O-])ccc1N1CCCCC1	6	0.9	31	1	24	4	4.8	1	0.7	95*
CC(C)c1ccc(NC(=S)Nc2ccc3cn[nH]c3c2)cc1	-5	1	-28	1	27	-58	1.9	1	1.3	-9
O=C(CNc1ccccc1-c1ccccc1)NCc1ccccc1	-8	1.1	5	-4	0	-12	0.7	1	1	22
COc1cc(CNCCc2ccc(S(N)(=O)=O)cc2)ccc1OCC(=O)NC1CCCCC1	-1	1	-5	-7	-3	-8	1.1	1.1	1	-5

Next entries.
molecule	TNAP inh hiacc	TNAP act hi DEA	bIAP inhibitor	FLuc inhib CS	Lmaj promast	TNAP inh noacc	RAM network inh	FLuc act counter	bIAP activator	APP 5UTR inh
Brc1ccc(-c2ccc(/C=N/Nc3nc4ccccc4[nH]3)o2)cc1	8	0.9	17	81*	80*	-62	2.8	0.2	0.8	-85
Cc1ccc(C)c(NC(=O)CSc2nnc(CCCCCNC(=O)OC(C)(C)C)o2)c1	-6	1.1	-20	0	-5	-37	0.1	1	1.2	7
Cc1ccc(-n2c(SCC3CCCCO3)nnc2-c2ccco2)cc1 (stereo not given)	-2	1	-2	-1	2	-4	1.6	1	1	13
COC(=O)Nc1ccccc1C(=O)N1CCCCC1	-7	1.1	-8	-1	-8	-6	0.8	1	1.1	2
C=CCn1nnnc1SCC(=O)Nc1cccc(OC)c1	-8	1.1	15	-8	-6	-22	-0.7	1.1	0.8	9
CCN1CCN(C(=O)c2cc3sccc3n2CC(=O)c2ccccc2)CC1	-5	1	0	1	48	-11	0.9	1	1	-12
O=C(/C=C/c1cccc([N+](=O)[O-])c1)NCCSCc1cccc(Cl)c1	4	1	26	-4	-4	-17	12*	1	0.7	2
COC(=O)CCNc1ccc2c(c1)OCCO2	0	1	9	3	0	-4	-0.8	1	0.9	-23
COc1cc(C)ccc1OCCCOc1ccccc1Br	-2	1	1	0	1	-5	0.8	1	1	-82

Source: PubChem BioAssay (several laboratories)

Hits appear at their usual frequency; overall some 13% were active at least once.
